Bioassay records from PubChem BioAssay.
hIAP activ = human IAP activators, primary screen, biochemical, luminescence, uHTS; 0.16% of 330,000 active; purified human IAP, CDP-Star luminescence, 30 min; active compounds read high; 1 = vehicle-only enzyme, 0 = enzyme-free background; activation factor at 10 µM; AID 2524, 2010; Intestinal-type alkaline phosphatase (Homo sapiens), P09923;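 active = activation factor of the enzyme at least 2-fold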; note: the source names both 10 and 20 µM as test concentration; values of inactives mirror those of a sister screen read the other way
Apaf-1 inh = inhibitors of human Apaf-1 apoptosome, primary screen, biochemical, DEVD-Rh110 fluorescence, uHTS | Apoptotic protease-activating factor 1 (Homo sapiens), O14727 | reconstituted apoptosome caspase-3 activity | inhibition, % at 20 µM | 0.71% of 330,000 active; active = inhibition of at least 40% at 20 µM;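 note: plate controls were DMSO wells for no effect and DEVD-CHO caspase inhibitor wells for full effect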
Target sequence (O14727 whole entry, looked up): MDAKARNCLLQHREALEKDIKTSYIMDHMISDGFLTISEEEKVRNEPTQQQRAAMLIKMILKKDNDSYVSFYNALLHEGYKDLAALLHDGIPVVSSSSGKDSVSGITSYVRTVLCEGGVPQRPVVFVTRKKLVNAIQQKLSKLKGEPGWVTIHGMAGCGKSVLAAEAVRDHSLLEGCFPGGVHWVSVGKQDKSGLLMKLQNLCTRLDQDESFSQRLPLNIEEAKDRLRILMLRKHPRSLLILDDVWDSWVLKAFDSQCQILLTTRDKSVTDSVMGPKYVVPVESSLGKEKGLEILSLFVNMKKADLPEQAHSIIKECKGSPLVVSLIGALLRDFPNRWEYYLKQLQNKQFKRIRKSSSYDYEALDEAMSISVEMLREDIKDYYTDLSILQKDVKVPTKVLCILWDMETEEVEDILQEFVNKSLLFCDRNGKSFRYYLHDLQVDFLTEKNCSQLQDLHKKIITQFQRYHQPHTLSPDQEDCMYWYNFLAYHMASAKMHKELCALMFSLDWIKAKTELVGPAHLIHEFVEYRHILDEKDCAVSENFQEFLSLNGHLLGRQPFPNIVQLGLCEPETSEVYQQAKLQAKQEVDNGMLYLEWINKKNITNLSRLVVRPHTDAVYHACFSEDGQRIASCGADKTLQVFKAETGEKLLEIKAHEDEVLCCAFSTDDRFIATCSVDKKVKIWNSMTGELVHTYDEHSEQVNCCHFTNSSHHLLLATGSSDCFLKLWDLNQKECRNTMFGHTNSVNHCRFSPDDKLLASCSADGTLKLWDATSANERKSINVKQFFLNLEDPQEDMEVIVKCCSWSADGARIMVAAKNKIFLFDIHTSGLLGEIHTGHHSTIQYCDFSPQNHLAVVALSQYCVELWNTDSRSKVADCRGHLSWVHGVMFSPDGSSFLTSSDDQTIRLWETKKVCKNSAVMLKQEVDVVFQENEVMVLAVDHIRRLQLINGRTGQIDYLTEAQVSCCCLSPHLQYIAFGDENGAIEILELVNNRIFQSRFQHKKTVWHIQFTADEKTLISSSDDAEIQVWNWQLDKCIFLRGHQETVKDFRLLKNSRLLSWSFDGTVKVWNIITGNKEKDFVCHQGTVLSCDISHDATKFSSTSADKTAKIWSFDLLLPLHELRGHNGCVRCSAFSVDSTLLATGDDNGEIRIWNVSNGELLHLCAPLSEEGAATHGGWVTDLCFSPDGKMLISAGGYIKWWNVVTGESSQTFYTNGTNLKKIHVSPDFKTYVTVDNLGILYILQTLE
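Material: reconstituted apoptosome with Apaf-1, cytochrome c, caspase-9, procaspase-3, dATP. Technique: Rh110 fluorescence intensity. Buffer or medium: pH 7.5 Hepes buffer with CHAPS, BSA, DTT. Times: 30 min plus 50 min, RT.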
ATG4B inhibitor = ATG4B protease inhibitors, primary screen, biochemical, fluorescence, uHTS; Cysteine protease ATG4B (Homo sapiens), Q9Y4P1; ATG4B cleavage of LC3-PLA2, NBD-HPC fluorescence, 1 h; inhibition, % at 8.33 µM; 0.51% of 340,000 active; in the data active = inhibition above about 40%
hIAP block = human IAP inhibitors, primary screen, biochemical, luminescence, uHTS. Intestinal-type alkaline phosphatase (Homo sapiens), P09923. purified IAP, CDP-Star luminescence, 30 min. inhibition, % at 10 µM. 0.12% of 330,000 active;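 active = inhibition reaching a set limit with compound at 10 µM in the primary screen, cut at about 35% in these data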;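 note: plate controls were DMSO wells with enzyme for no effect and no-enzyme buffer wells for full effect; values of inactives mirror those of a sister screen read the other way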
mIAP activ = activators of mouse IAP, primary screen, biochemical, luminescence, uHTS | muIAP, CDP-Star luminescence, 30 min; active compounds read high; 1 = vehicle-only enzyme signal, 0 = enzyme-free wells | activation factor at 10 µM | 0.24% of 330,000 active | AID 2805, 2010;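 active = activation factor of at least 2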; note: the source names both 10 and 20 µM as test concentration; values of inactives mirror those of a sister screen read the other way
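also added = chemiluminescent substrate CDP-Star | test system = mouse IAP enzyme | signal = chemiluminescence readout | compound = DMSO-dissolved test compounds | incubation = 30 min at room temperature | benchmarks = DMSO wells, no-enzyme wells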
NLRP3 yeast inh = NALP3 inflammasome inhibitors in reconstituted yeast, primary screen, luminescence, uHTS. inhibition, % at 10 µM. 0.39% of 330,000 active. AID 2825, 2010. Yeast reconstituted NLRP3/ASC/caspase-1, beta-gal luminescence, 24 h;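 active = inhibition of 50% or more; inactive = inhibition below 50%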;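 note: plate controls were induced DMSO wells for no effect and uninduced yeast grown without galactose for full effect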
TIM10 inh = growth inhibitors of isogenic TIM10 control yeast, primary screen, counter-screen for tim10-1 yeast inhibitor project, luminescence, uHTS | 1.4% of 330,000 active | S. cerevisiae TIM10 strain growth, BacTiter-Glo luminescence, 24 h | inhibition, % at 10 µM;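 active = inhibition of 40% or more at the single tested concentration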;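 note: wild-type TIM10 isogenic control strain grown at permissive 25 °C; 0% = DMSO yeast wells and 100% = minimal medium wells without yeast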
tim10-1 inh = growth inhibitors of tim10-1 mutant yeast, primary screen, luminescence, uHTS; 2.2% of 330,000 active; S. cerevisiae tim10-1 ts strain growth, BacTiter-Glo, 24 h; inhibition, % at 20 µM;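 active = inhibition of at least 40%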;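 note: mutant grown at 25 °C; 0% = DMSO wells with yeast and 100% = wells holding no yeast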
mIAP inh = inhibitors of mouse IAP, primary screen, biochemical, luminescence, uHTS; purified mouse IAP, CDP-Star luminescence, 30 min; inhibition, % at 10 µM; 0.2% of 330,000 active; AID 2806, 2010;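 active = inhibition of at least 40% at 10 µM in the primary screen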;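 note: plate controls were DMSO with enzyme for no effect and no enzyme wells for full effect; values of inactives mirror those of a sister screen read the other way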
The depositor's hits bear a star.

SMILES | hIAP activ | Apaf-1 inh | ATG4B inhibitor | hIAP block | mIAP activ | NLRP3 yeast inh | TIM10 inh | tim10-1 inh | mIAP inh
CC1(C)CC(=O)C/C(=N\NC(=S)NCc2ccccc2)C1 | 1.1 | 1 | -2 | -11 | 0.99 | 24 | 13 | 5 | 1
NC(=O)c1ccc(NC(=O)COc2ccc(-n3cnnn3)cc2)cc1 | 1.1 | -30 | -20 | -7 | 1 | 1 | 4 | 11 | -1
CC(C)(C)c1ccc(NC(=O)C2=CC=CN3CCS(=O)(=O)N=C23)cc1 | 0.86 | 3 | -7 | 14 | 0.93 | 16 | 6 | 9 | 8
COc1ccc(NC(=O)c2cccnc2)c([N+](=O)[O-])c1 | 0.99 | 5 | 2 | 1 | 1.2 | 24 | -8 | 1 | -19
CCN(CC)C(CNC(=O)CSc1nnnn1-c1cccc(F)c1)c1ccco1 (centres undefined) | 0.9 | 3 | 5 | 10 | 1 | 9 | 6 | 9 | -4
C=CCOc1ccc(CN(C)CC(=O)Nc2ccc3c(c2)CCC3)cc1 | 1.1 | 3 | 1 | -8 | 1 | 32 | 10 | 18 | -1
CCC(=O)Nc1ccccc1-c1nnn(CC(=O)N2c3ccccc3CC2C)n1 (centres undefined) | 1.1 | -20 | -4 | -14 | 0.98 | -1 | 15 | 19 | 2
COc1ccc(CNC(=O)COC(=O)CCCOc2ccc(Cl)cc2Cl)cc1 | 0.99 | 20 | -11 | 1 | 1.1 | 18 | 4 | 26 | -6
O=C(CSc1ccc2ccccc2c1)Nc1ncccn1 | 0.98 | 2 | 3 | 2 | 1 | -16 | -12 | -3 | -2
COc1c2ccoc2c(OC[C@@H](OC(C)=O)C(C)(C)O)c2oc(=O)ccc12 | 0.92 | 16 | 11 | 8 | 1 | 4 | 7 | 10 | -1
COc1ccccc1-c1c(C)nn2c(N3CCC(C(N)=O)CC3)cc(C)nc12 | 0.94 | 4 | -1 | 6 | 0.99 | 7 | -1 | 8 | 1
O=C(/C=C/c1ccccc1)OCCCN=C1NS(=O)(=O)c2ccccc21 | 0.91 | 9 | 2 | 9 | 0.93 | 2 | 0 | 20 | 7
N#CC1(NC(=O)CN2CCc3ccccc3C2)CCCC1 | 0.84 | -1 | -2 | 16 | 1.1 | 5 | 24 | 9 | -5
COc1ccc(CNC(=O)Cn2nc(C(F)(F)F)c(Br)c2C)cc1 | 1.1 | 2 | 16 | -10 | 1 | 12 | 1 | 4 | -4
O=C(O)CCCCCCCCc1cn(CN2C(=O)c3ccccc3C2=O)nn1 | 1.2 | 11 | -2 | -15 | 1 | -6 | 0 | -13 | -3
O=C(Nc1cccn(Cc2c(Cl)cccc2Cl)c1=O)c1ccccc1Cl | 1 | 0 | 31 | 0 | 1.1 | 22 | 30 | 16 | -6
Nc1scc2c(C(=O)O)nn(-c3ccccc3)c(=O)c12 | 0.95 | -2 | -5 | 5 | 0.86 | 2 | -3 | 8 | 14
O=C1CN2NC(=S)N(c3ccccc3)C2=CN1c1ccc(Cl)cc1 | 0.96 | -2 | -7 | 4 | 0.98 | 2 | 3 | 1 | 2
COc1cc(C(=O)O)ccc1O | 0.99 | -6 | -5 | 0 | 1.1 | 15 | -4 | -2 | -6
Cc1c(C(O)CN2CCN(Cc3ccc4c(c3)OCO4)CC2)c2ccccc2n1C (centres undefined) | 1 | -1 | -11 | -2 | 0.96 | 14 | 16 | 14 | 4
COc1ccc(S(=O)(=O)N2CCOCC2)cc1NC(=O)CCCOc1ccc(Cl)cc1C | 0.88 | 30 | -10 | 12 | 1.2 | 4 | 11 | 10 | -23
COc1ccc(Cl)cc1NC(=O)CCNC(=O)OCc1ccccc1 | 0.97 | -1 | -6 | 3 | 0.96 | 4 | 16 | 19 | 4
COc1cc(C(=O)Nc2cc3c(cc2N2CCCCC2)n(C)c(=O)n3C)cc(OC)c1OC | 0.92 | 19 | -11 | 8 | 1 | 19 | 8 | 38 | 0
CC(C)(C)OC(=O)N[C@@H](COCc1ccccc1)C(=O)N[C@@H](CO)[C@H](O)[C@@H]1C[C@@H]1C(=O)NC1CC1 | 1.1 | 2 | 5 | -9 | 1.1 | 8 | 4 | -2 | -14
COc1ccc(OC)c(N(CC(=O)Nc2ccccc2)S(=O)(=O)c2ccccc2)c1 | 0.97 | 14 | -7 | 3 | 1.2 | 27 | 5 | 24 | -18

Further entries.
SMILES | hIAP activ | Apaf-1 inh | ATG4B inhibitor | hIAP block | mIAP activ | NLRP3 yeast inh | TIM10 inh | tim10-1 inh | mIAP inh
O=C1C2C(C(=O)N1/N=C/c1cc([N+](=O)[O-])ccc1O)C1C=CC2C12CC2 (centres undefined) | 1.2 | -2 | -14 | -15 | 0.85 | 17 | 26 | 34 | 15
Cc1ccc(-c2nn(-c3ccccc3)cc2C(=O)N2CCN(c3ccccn3)CC2)cc1 | 1.1 | 28 | 6 | -10 | 1.1 | 8 | 11 | 1 | -5
O=C(Cc1ccc(O)cc1)N/N=C/c1cccs1 | 1.1 | -1 | 1 | -5 | 1.1 | 15 | -2 | -19 | -8
Cc1ccc(-c2nnc(SCC(=O)NC(=O)Nc3ccc(C)cc3C)n2N)cc1 | 1.1 | 7 | 14 | -7 | 0.99 | -16 | 1 | 15 | 1
O=C(Cc1ccc2c(c1)CCCC2)Nc1ccc2ccccc2c1 | 1.1 | 12 | -5 | -7 | 1.3 | 8 | -9 | 10 | -26
CCCNC(=O)C1CCN(c2nc(C)cc(C)n2)CC1 | 1 | -2 | -18 | -4 | 0.99 | 8 | -1 | 14 | 1
COc1cc(C(O)P(=O)(OCC(C)C)OCC(C)C)cc(OC)c1OC (centres undefined) | 1 | -4 | 5 | -3 | 0.96 | 11 | 5 | 7 | 4
COc1cc(Cl)c(C)cc1NC(=O)CSc1cc(Cl)ccc1Cl | 1 | 20 | 26 | -2 | 0.95 | -1 | 25 | 31 | 5
CCOC(=O)c1c(-c2ccccc2)oc2ccc(OCC(=O)NNC(=O)CCC(=O)O)cc12 | 1.1 | 12 | 1 | -6 | 1.1 | -5 | -7 | 17 | -6
O=C(Cn1cc2c(n1)CCCCC2)NCc1cccs1 | 0.92 | -4 | 4 | 8 | 1 | 11 | 1 | 13 | 0
COc1ccc(-c2nnc(SCC(=O)N(C)C3CCS(=O)(=O)C3)n2C(C)C)cc1 (centres undefined) | 0.95 | -1 | -2 | 5 | 0.94 | 9 | 4 | -7 | 6
Cc1ccc2c(CN(C)Cc3ccccc3)cc(=O)oc2c1C | 0.81 | 9 | 1 | 19 | 0.93 | 22 | 4 | 0 | 7
CCOC(=O)c1ccc(NC(=O)CC2NCCNC2=O)cc1 (centres undefined) | 1.1 | -4 | 2 | -6 | 1.1 | 22 | 0 | 3 | -12
O=C(COC(=O)c1cc(Br)ccc1O)NNC(=O)c1ccc([N+](=O)[O-])cc1 | 1 | 6 | 1 | -3 | 0.91 | 10 | -21 | -10 | 9
Cc1nnc(C)n1/N=C/c1ccc(C(=O)O)cc1 | 0.92 | -4 | -4 | 8 | 0.95 | -10 | 5 | 6 | 5
COCCCNC(=O)c1cc2c(=O)n(C)c3ccccc3c2n1C | 1.2 | -4 | -4 | -17 | 1 | -10 | 8 | 2 | -4
COc1ccc(CC(=O)Nc2ccc(S(=O)(=O)N(C)C)cc2)cc1OC | 1.1 | -3 | -8 | -9 | 1 | 1 | 9 | 8 | -3
Cc1ccn(S(=O)(=O)c2ccc(C(C)(C)C)cc2)n1 | 0.95 | 1 | 0 | 5 | 0.95 | 5 | 9 | 38 | 5
O=C(Nc1ccccc1)c1ccc(-c2ccccc2C(F)(F)F)o1 | 1 | 19 | 7 | -1 | 0.94 | 28 | 20 | 44* | 6
O=C(c1ccccc1)N1CCc2[nH]nc(-c3ccccc3)c2C1 | 0.89 | 0 | -2 | 11 | 0.93 | 4 | 8 | 13 | 7
CCOC(=O)c1nnsc1NC(C)=O | 1.1 | -4 | -11 | -6 | 0.98 | 5 | 0 | 6 | 2
Cc1cccc2[nH]c(CCNC(=O)C3CCC(=O)N(CCc4cccc(F)c4)C3)nc12 (centres undefined) | 1.3 | -2 | -5 | -33 | 0.99 | 21 | -6 | -1 | 1
COc1ccc(O)c(CN2CCN(CCc3ccccc3)C(CCO)C2)c1 (centres undefined) | 1.1 | 6 | 17 | -10 | 1.1 | 18 | -12 | 5 | -7
CCC(=O)Nc1ccc(NC(=O)Cc2ccccc2)cn1 | 1.1 | 13 | 5 | -11 | 1.1 | 16 | -13 | -9 | -14
COc1cc2c(C(=O)N3CCOCC3)c(CSc3ccccc3)n(C)c2cc1Br | 0.91 | 14 | -27 | 9 | 1 | 18 | 40* | 39 | -1

Pulled one by one from the list above:
SMILES | hIAP activ | Apaf-1 inh | ATG4B inhibitor | hIAP block | mIAP activ | NLRP3 yeast inh | TIM10 inh | tim10-1 inh | mIAP inh
O=C(c1ccccc1)N1CCc2[nH]nc(-c3ccccc3)c2C1 | 0.89 | 0 | -2 | 11 | 0.93 | 4 | 8 | 13 | 7
CCOC(=O)c1ccc(NC(=O)CC2NCCNC2=O)cc1 (centres undefined) | 1.1 | -4 | 2 | -6 | 1.1 | 22 | 0 | 3 | -12
COc1ccc(-c2nnc(SCC(=O)N(C)C3CCS(=O)(=O)C3)n2C(C)C)cc1 (centres undefined) | 0.95 | -1 | -2 | 5 | 0.94 | 9 | 4 | -7 | 6

Continued:
SMILES | hIAP activ | Apaf-1 inh | ATG4B inhibitor | hIAP block | mIAP activ | NLRP3 yeast inh | TIM10 inh | tim10-1 inh | mIAP inh
COc1ccc(N2CCN(Cc3nc4c(c(=O)n(C)c(=O)n4C)n3Cc3cccc(C)c3)CC2)cc1 | 0.75 | 13 | -2 | 25 | 0.98 | -12 | 12 | 27 | 2
O=C(CSc1nnc2c3c4c(sc3ncn12)CCCC4)NCc1ccco1 | 1.1 | 8 | -7 | -9 | 0.93 | -14 | 15 | 20 | 7
CCOCCCNC(=O)C1c2ccccc2C(=O)N2CCc3ccccc3C12 (centres undefined) | 1 | 9 | -6 | -4 | 1 | 3 | -5 | 10 | -2
COc1ccccc1CCC(=O)OCC(=O)Nc1ccc2[nH]c(=O)[nH]c2c1 | 1 | -4 | 0 | -4 | 0.99 | 15 | 2 | -9 | 1
N#CC1=C(Nc2ccccc2Cl)SC(c2ccccc2O)NC1=O (centres undefined) | 1.1 | -2 | 2 | -13 | 1.1 | 13 | -8 | 22 | -6
CCC1CN(C(=O)N2CCC(C(=O)NCc3ccccc3OC)CC2)c2cc(C)ccc2O1 (centres undefined) | 1.3 | 0 | 10 | -26 | 1.1 | 17 | -2 | 24 | -7
COc1ccc(NC(=O)C(=O)NCC(=O)Nc2cccc(C(F)(F)F)c2)cc1 | 1 | -20 | -7 | 0 | 0.98 | 1 | -6 | 13 | 2
COc1ccc(-c2c(C#Cc3ccc(N(C)C)cc3)c3ccccc3n2C)cc1 | 1 | 57* | 12 | -2 | 0.88 | 6 | 7 | 7 | 12
Nc1nc(-c2ccco2)c(-c2ccco2)s1 | 0.75 | -12 | 4 | 25 | 0.33 | 17 | 14 | -1 | 67*
Cn1c(=O)oc2cc(S(=O)(=O)NCc3ccccn3)ccc21 | 1.1 | -3 | -15 | -8 | 1 | 15 | -13 | 2 | -1

Compounds as they come, and some 4.5% of all compounds hit somewhere here.
